BRCA1 expr up = activators of BRCA1 expression | 1.1% of 380,000 active | AID 624202 | Potency, µM (titrated, usually from 46.1 µM), for inactives: top-dose activation, hits mostly activators | MCF7-BRCA1-FFLuc reporter, luminescence, 48 h; response scale: scaled: vehicle 0%, 10 µM genistein 100%; also: potency is read from the fitted curve at half-maximal effect; nearly all actives have a fitted effect of over 80% in size; some results filed as inactive show a strong effect at the top dose
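Cells: MCF7-BRCA1-FFLuc, 2000/well. Exposure: 48 h, 37 °C, 5% CO2. Read: luminescence, 15 min post-substrate. Controls: genistein 10 microM (maximal activation), DMSO (neutral).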
B2AR arrestin = recruits beta-arrestin to the human beta2-adrenergic receptor | beta-arrestin recruitment to beta2AR, cell-based reporter | Potency, µM (series often up to 46.1 µM), for inactives: top-dose activation, actives largely listed as activators | 0.02% of 330,000 active;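 also: potency is read from the fitted curve at half-maximal effect; 0% = DMSO controls and full agonism = EC100 isoproterenol or metaproterenol; nearly all actives have a fitted effect of over 65% in size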
ASM inhibitor = human S-ASM enzyme inhibition; placental ASM, HMU-PC fluorogenic substrate, 60 min; Potency, µM (series often up to 57.5 µM), for the others: at the highest dose activity change, negative = inhibition, usual class: inhibitors; 0.006% of 340,000 active; also: potency is read from the fitted curve at half-maximal effect
Target sequence (P17405 47-631 limits assumed): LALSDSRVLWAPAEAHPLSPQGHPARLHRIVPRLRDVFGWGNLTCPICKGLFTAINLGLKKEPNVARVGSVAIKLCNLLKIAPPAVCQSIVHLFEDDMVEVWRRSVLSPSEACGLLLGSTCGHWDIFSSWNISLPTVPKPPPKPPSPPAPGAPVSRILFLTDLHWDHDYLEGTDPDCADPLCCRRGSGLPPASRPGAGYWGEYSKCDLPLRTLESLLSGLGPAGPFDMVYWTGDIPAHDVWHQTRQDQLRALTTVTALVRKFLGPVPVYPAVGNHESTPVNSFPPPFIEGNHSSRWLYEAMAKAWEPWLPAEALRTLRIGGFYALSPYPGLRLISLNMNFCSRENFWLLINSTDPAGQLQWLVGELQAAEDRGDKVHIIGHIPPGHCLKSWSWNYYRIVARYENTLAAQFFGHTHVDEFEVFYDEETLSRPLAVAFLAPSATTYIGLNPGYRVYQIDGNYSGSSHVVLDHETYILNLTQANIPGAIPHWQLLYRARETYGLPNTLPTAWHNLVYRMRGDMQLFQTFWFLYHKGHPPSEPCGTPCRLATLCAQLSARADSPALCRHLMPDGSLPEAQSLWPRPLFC
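Human placenta-derived ASM preincubated with compound 10 min at room temperature, then reacted with 9 uM (final) fluorogenic HMU-PC substrate for 60 min at 37 C. Stop solution raises pH to 10; fluorescence read at Ex 386/Em 447 nm.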
TSG101-PTAP inh = blocks PTAP/TSG101 interaction to inhibit HIV-1 budding; Potency, µM (series often up to 115 µM), inactives show at the top dose activity change, negative = inhibition, hits mostly inhibitors; Fluorescence polarization, FITC-PTAP peptide / Tsg101 binding; Q99816; 340,000 tested, under 10 active; active = well fitted inhibition curve with a large enough effect in the main read-out, with a control signal flat, not every such curve was filed as active; inconclusive = small, poorly fitted or top-dose-only effect, or effect the other way, or a change in a side signal; inactive = no such curve, though single readings can be large or run the other way; also: potency is read from the fitted curve at half-maximal effect; % of control where 0% means no effect
Target sequence (Q99816 whole entry, looked up): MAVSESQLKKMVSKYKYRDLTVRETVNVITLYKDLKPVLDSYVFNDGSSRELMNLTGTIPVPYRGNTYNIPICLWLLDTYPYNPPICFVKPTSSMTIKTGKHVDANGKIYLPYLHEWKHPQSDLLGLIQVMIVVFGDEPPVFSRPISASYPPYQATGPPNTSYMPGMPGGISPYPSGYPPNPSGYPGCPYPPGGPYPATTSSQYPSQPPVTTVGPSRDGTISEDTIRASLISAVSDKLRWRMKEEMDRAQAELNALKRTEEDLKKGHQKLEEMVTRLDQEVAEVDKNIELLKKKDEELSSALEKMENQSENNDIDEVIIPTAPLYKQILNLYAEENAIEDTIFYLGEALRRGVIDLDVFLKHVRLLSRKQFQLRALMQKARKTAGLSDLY
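Fluorescence anisotropy tracks displacement of a FITC-tagged PTAP peptide (50 nM) from the Tsg101 binding domain (10 uM), following a 20 min room-temperature incubation at pH 7.5.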
uPA surface inh = cell surface uPA generation inhibition | cell surface uPA generation assay, qHTS | Potency, µM (titrated, usually from 38.3 µM), for the others: top-dose activity change, negative = inhibition, actives largely listed as inhibitors | 0.31% of 330,000 active; active = well fitted inhibition curve with a large enough effect; inconclusive = small, poorly fitted or top-dose-only effect; inactive = no such curve, though single readings can be large or run the other way; tested in mouse RAW 264.7 cells; also: potency is read from the fitted curve at half-maximal effect; % is scaled to controls: 0 for no effect and ±100 for the full control effect; nearly all actives have a fitted effect of over 55% in size
Eya2 phos inh = blocks the phosphatase activity of human Eya2 | O00167 | recombinant Eya2, OMFP fluorescence dephosphorylation (OMFP is methylfluorescein phosphate) | Potency, µM (titrated, usually from 76.9 µM), for inactives: top-dose activity, negative = inhibition, actives largely listed as inhibitors | 0.006% of 330,000 active | AID 488837; also: potency is read from the fitted curve at half-maximal effect; % is scaled to controls: 0 for no effect and ±100 for the full control effect
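Eya2 (0.2 uM) preincubated 10 min at ambient with compound, then OMFP substrate added at 50 uM; 10 min reaction in 50 mM HEPES pH 7.5, 50 mM NaCl, 5 uM MgCl2, 0.05% BSA, 1 mM DTT. Fluorescence read at Ex 485/Em 525 nm.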
TRPV1 ag = activates the human vanilloid receptor TRPV1 | activation, % at 8.33 µM | AID 540275 | TRPV1-expressing cells, Fluo-8 calcium influx, agonist mode | 0.19% of 320,000 active; in the data active = activation above about 80%; inconclusive = between about 30% and that limit; also: 0% is about no effect
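Fluo-8 calcium influx in TRPV1-expressing cells, kinetic read (ex 480/em 520 nm). Compound added and read 3 min for agonist activity, followed by capsaicin at EC20 final and 2 min further read for enhancement.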
Integrin act MD = activates integrin-mediated alleviation for muscular dystrophy; alpha7betagal myoblasts, beta-gal FDG fluorescence, 48 h; Potency, µM (top dose mostly 38.3 µM), for the others: at the top dose activation, hits mostly activators; 0.064% of 350,000 active;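 also: potency is read from the fitted curve at half-maximal effect; 100% = response of the positive control SU9516; nearly all actives have a fitted effect of over 60% in size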
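Alpha7betagal+/- myoblasts (passage 13) were plated 16-24 hr, then exposed to compounds (1:260 dilution of DMSO stock) for 48 hours at 37C. After MPER lysis, β-galactosidase reporter activity was read as FDG fluorescence (ex 480/em 540) after 30 minutes.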
USP2a block = USP2a (human) protease inhibition; O75604; USP2 core, Ub-CHOP2 coupled fluorogenic reporter, 485/531; Potency, µM (top dose mostly 38.3 µM), for the others: at the top dose activity change, negative = inhibition, actives largely listed as inhibitors; 0.01% of 330,000 active;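 also: potency is read from the fitted curve at half-maximal effect; plate controls were DMSO wells for no effect and full inhibition by NEM control for full effect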
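Cell-free coupled assay: 10nM USP2 core preincubated 30min RT with compound in Tris-HCl pH 8.0/CaCl2/CHAPS buffer, then 25nM Ub-CHOP2 and 25nM reporter substrate; fluorescence (Ex 485/Em 531) read after 60min RT, normalized to NEM inhibition, concentration-response curves fitted.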
ELG1 genotox = genotoxicity induction in ELG1-luciferase HEK293T cells; HEK293T ELG1-luciferase reporter, luminescence, 16 h; Potency, µM (top dose mostly 46 µM), inactives show top-dose activity change, positive = activation, hits mostly activators; 1.3% of 330,000 active; also: potency is read from the fitted curve at half-maximal effect; % of control where 0% means no effect; nearly all actives have a fitted effect of over 60% in size
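ELG1-luciferase HEK293T cells, 2,000/well; compound pinned in; 16 hr, 37 °C, 5% CO2; ONE-Glo, 30 min RT; luminescence on CCD imager.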
p53 reactivation = re-activators of mutant p53; H1299 p53-A138V BP100-luciferase reporter, luminescence, 24 h; Potency, µM (top dose mostly 92.2 µM), for inactives: at the highest dose activity change, positive = activation, usual class: activators; AID 504706; 0.063% of 320,000 active; also: potency is read from the fitted curve at half-maximal effect; % of control where 0% means no effect; nearly all actives have a fitted effect of over 45% in size
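p53-null H1299 cells stably carrying temperature-sensitive p53-A138V and a BP100-luciferase reporter were pinned with compounds (4-point, 1:5 series) and held 24 hrs at 37 deg C. Luminescence was read 10 min after detection reagent.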
* = called active by the depositor; ? = inconclusive; . = not tested or not shown; [ ] = another dose, or the depositor's remark. Unless noted, calls follow the shape of the dose curve; as a rule, active = well fitted curve in the direction sought with a large enough effect; inconclusive = small, poorly fitted or top-dose-only effect, or another doubt; inactive = no such curve, though single readings can be large; an effect the other way counts as inactive or inconclusive. This is a subset; rates above refer to the full screens.

#1 COc1ccc(CCNC2CCCCC2)cc1
#2 COc1ccccc1CCNC1CCCC(C)C1 (stereo unspecified)
#3 COP(=O)(OC)C(O)C(Cl)(Cl)Cl (stereo unspecified)
#4 COc1ccccc1-n1c(/C=C/c2ccc(O)cc2)nc2ccccc2c1=O
#5 CCCN(CCC)C1CCc2cccc(O)c2C1 (stereo unspecified)
#6 O=C1CN=C(c2ccc(Br)cc2)c2oc3ccccc3c2N1

entry no.,1,2,3,4,5,6
BRCA1 expr up,0%,-14%,.,-46%,-6%,-32%
B2AR arrestin,0.1%,-0.3%,-1.6%,-0.3%,.,-0.2%
ASM inhibitor,1%,1%,.,2%,3%,4%
TSG101-PTAP inh,-4%,0%,.,-3%,-6%,-6%
uPA surface inh,1%,0%,.,-8%,8%,3%
Eya2 phos inh,17%,1%,-1%,19%,-1%,3%
TRPV1 ag,-4,3,5,2,.,2
Integrin act MD,34%,-20%,.,16%,.,-53%[inhibitor]
USP2a block,0%,-1%,-3%,-6%,.,-1%
ELG1 genotox,-4%,-4%,7%,0%,.,16%
p53 reactivation,-5%,-3%,7%,0%,.,6%

#7 CCn1ncc(-c2ccnc3cc(C(=O)O)nn23)c1C
#8 O=C(c1cccs1)N1C2CCC1CC(O)(c1cccnc1)C2 (stereo unspecified)
#9 COc1ccc(N2CCN(CCc3ccncc3)CC2)cc1
#10 Cc1ccccc1NC(=O)COC(=O)c1cc(C)n(C2CC2)c1C
#11 Cc1ccc(-n2c(O)c(C=NCC3CCCO3)c(=O)[nH]c2=O)c(C)c1 (stereo unspecified)
#12 O=C1NC(=O)C(CCc2ccncc2)(Cc2ccc([N+](=O)[O-])cc2)C(=O)N1

entry no.,7,8,9,10,11,12
BRCA1 expr up,-4%,-4%,-7%,1%,-12%,-22%
B2AR arrestin,0.2%,-0.2%,0.0%,-0.4%,-0.4%,-1.6%
ASM inhibitor,409%[activator],5%,-2%,0%,0%,3%
TSG101-PTAP inh,-2%,-1%,0%,-1%,-1%,-3%
uPA surface inh,3%,-1%,1%,1%,-2%,5%
Eya2 phos inh,7%,1%,-4%,5%,-28%,-1%
TRPV1 ag,2,0,-1,3,-5,-1
Integrin act MD,18%,5%,12%,-15%,-3%,3%
USP2a block,1%,0%,-1%,4%,-12%,2%
ELG1 genotox,0%,2%,-3%,-1%,-1%,0%
p53 reactivation,-10%,-7%,0%,10%,-3%,-4%

Arranged by SMILES length (low to high): part of the list above.
#9 COc1ccc(N2CCN(CCc3ccncc3)CC2)cc1
#10 Cc1ccccc1NC(=O)COC(=O)c1cc(C)n(C2CC2)c1C
#12 O=C1NC(=O)C(CCc2ccncc2)(Cc2ccc([N+](=O)[O-])cc2)C(=O)N1

entry no.,9,10,12
BRCA1 expr up,-7%,1%,-22%
B2AR arrestin,0.0%,-0.4%,-1.6%
ASM inhibitor,-2%,0%,3%
TSG101-PTAP inh,0%,-1%,-3%
uPA surface inh,1%,1%,5%
Eya2 phos inh,-4%,5%,-1%
TRPV1 ag,-1,3,-1
Integrin act MD,12%,-15%,3%
USP2a block,-1%,4%,2%
ELG1 genotox,-3%,-1%,0%
p53 reactivation,0%,10%,-4%

Further entries follow.
#13 COC(=O)C1=C(c2ccc(C(C)=O)cc2)C[C@@H]2CC[C@H]1N2C(=O)NCc1ccco1
#14 O=C1C2CCCN2C(c2ccccc2)N1c1ccccn1 (stereo unspecified)
#15 CCN1CCN(Cc2cc(Br)cc(OC)c2O)CC1
#16 CCC(=NCCc1ccccc1)c1c(O)n(C)c(=O)n(C)c1=O
#17 CNC(=O)Oc1cccc2c1OC(C)(C)O2
#18 COCCCNC(=S)NNC(=O)c1ccc(C(C)(C)C)cc1

entry no.,13,14,15,16,17,18
BRCA1 expr up,11%,-26%,13%,-19%,5%,-11%
B2AR arrestin,0.3%,0.1%,0.4%,-0.6%,.,-0.4%
ASM inhibitor,-1%,3%,6%,3%,5%,-1%
TSG101-PTAP inh,.,-3%,-5%,1%,-2%,-1%
uPA surface inh,-23%,3%,.,-24%,3%,10%
Eya2 phos inh,2%,9%,-21%,20%,.,?
TRPV1 ag,-2,0,0,11,.,.
Integrin act MD,33%,16%,19%,-54%[inhibitor],4%,20%
USP2a block,-12%,-2%,-1%,-2%,.,2%
ELG1 genotox,5%,0%,-4%,0%,.,-4%
p53 reactivation,11%,-2%,15%,-3%,.,-3%

Compound profiles, from the list above. Order of values: BRCA1 expr up | B2AR arrestin | ASM inhibitor | TSG101-PTAP inh | uPA surface inh | Eya2 phos inh | TRPV1 ag | Integrin act MD | USP2a block | ELG1 genotox | p53 reactivation
COCCCNC(=S)NNC(=O)c1ccc(C(C)(C)C)cc1 across the screens: -11% | -0.4% | -1% | -1% | 10% | ? | . | 20% | 2% | -4% | -3%
O=C1C2CCCN2C(c2ccccc2)N1c1ccccn1 (stereo unspecified) across the screens: -26% | 0.1% | 3% | -3% | 3% | 9% | 0 | 16% | -2% | 0% | -2%
O=C(c1cccs1)N1C2CCC1CC(O)(c1cccnc1)C2 (stereo unspecified) across the screens: -4% | -0.2% | 5% | -1% | -1% | 1% | 0 | 5% | 0% | 2% | -7%

Other structures follow.
#19 COc1ccc(CC(=O)N(CCN(C)C)CC2CCCN(Cc3ccccc3F)C2)cc1 (stereo unspecified)
#20 COc1cccc(C2(O)CCN(CC(=O)Nc3nc(C)cs3)CC2)c1
#21 CCOC(=O)c1c(C)c(P(=S)(N2CCOCC2)N2CCOCC2)n(C)c1C
#22 CC1CCCCC1n1c(-c2cccnc2)n[nH]c1=S (stereo unspecified)
#23 CN1C2c3ccccc3C3C4c5ccccc5C(C31)C(C2[N+](=O)[O-])N4C (stereo unspecified)
#24 O=C(OCCN1CCOCC1)C1(c2ccccc2)CCCC1

entry no.,19,20,21,22,23,24
BRCA1 expr up,-13%,-13%,-18%,-6%,-1%,1%
B2AR arrestin,-0.8%,-0.4%,-0.7%,-0.1%,-0.6%,0.3%
ASM inhibitor,3%,3%,-1%,3%,1%,7%
TSG101-PTAP inh,1%,-3%,1%,-1%,0%,-3%
uPA surface inh,-9%,5%,-12%,5%,12%,6%
Eya2 phos inh,-19%,2%,-4%,18%,8%,3%
TRPV1 ag,20,2,14,1,19,7
Integrin act MD,-41%[inhibitor],4%,-12%,?,-16%,12%
USP2a block,0%,1%,1%,5%,4%,1%
ELG1 genotox,0%,-9%,-1%,1%,0%,-6%
p53 reactivation,-8%,-4%,-9%,0%,-3%,-3%

#25 CC12Cc3cnoc3C=C1CCC1C2CCC2(C)C1CCC2(C)O (stereo unspecified)
#26 Cc1cccc(N=Cc2c(O)n(-c3ccccc3C)c(=O)[nH]c2=O)c1
#27 Cn1cccc1/C=C1\C(=O)NC(=O)N(Cc2ccccc2Cl)C1=O
#28 COc1ccccc1C(=O)C1CCCN(Cc2cnc(C)s2)C1 (stereo unspecified)
#29 CCCCCCOC(=O)c1ccccc1N
#30 COc1ccc(C2SCC(=O)Nc3c2c(C)nn3C2CCOC(C)(C)C2)cc1OC (stereo unspecified)
#31 CC(=O)Nc1cc(C(=O)N2CCC3(CC2)OCCO3)ccc1S(=O)(=O)c1ccc(C)cc1
#32 CC(C)(C)C(=O)O[C@H]1CC[C@@]2(C)C(=CC(=O)C3C2CC[C@]2(C)C(=O)CCC32)C1 (stereo partly specified)

entry no.,25,26,27,28,29,30,31,32
BRCA1 expr up,-49%,3%,0%,0%,16%,1%,5%,8%
B2AR arrestin,.,-0.6%,0.2%,-0.2%,0.1%,0.0%,-0.5%,-0.4%
ASM inhibitor,-10%,-2%,-2%,1%,20%,3%,1%,-2%
TSG101-PTAP inh,-1%,-3%,-2%,-2%,-2%,-12%,-5%,-3%
uPA surface inh,-10%,-9%,-8%,-6%,2%,.,5%,3%
Eya2 phos inh,.,-11%,-6%,-8%,20%,24%,12%,-18%
TRPV1 ag,.,-4,-1,-1,2,2,0,.
Integrin act MD,-31%,-16%,-18%,6%,9%,8%,-21%,0%
USP2a block,.,3%,-3%,3%,0%,2%,0%,-1%
ELG1 genotox,.,3%,?,-8%,?,3%,0%,-2%
p53 reactivation,.,-3%,2%,-6%,12%,1%,-3%,1%
